GLP-1R inv ag – qHTS of GLP-1 Receptor Inverse Agonists (Inhibition Mode); HEK293 GLP-1R CRE-luciferase, luminescence, 24 h; GLP-1R form is constitutively active; Glucagon-like peptide 1 receptor (Homo sapiens), P43220; 1.6% of 410,000 active; Potency, µM (doses to about 38.3 µM), without a hit: at the highest dose activity change, negative = inhibition, most hits filed as inhibitors; also: potency is read from the fitted curve at half-maximal effect; % is scaled to controls: 0 for no effect and ±100 for the full control effect; nearly all actives have a fitted effect of over 55% in size
Target sequence (P43220 whole entry, looked up): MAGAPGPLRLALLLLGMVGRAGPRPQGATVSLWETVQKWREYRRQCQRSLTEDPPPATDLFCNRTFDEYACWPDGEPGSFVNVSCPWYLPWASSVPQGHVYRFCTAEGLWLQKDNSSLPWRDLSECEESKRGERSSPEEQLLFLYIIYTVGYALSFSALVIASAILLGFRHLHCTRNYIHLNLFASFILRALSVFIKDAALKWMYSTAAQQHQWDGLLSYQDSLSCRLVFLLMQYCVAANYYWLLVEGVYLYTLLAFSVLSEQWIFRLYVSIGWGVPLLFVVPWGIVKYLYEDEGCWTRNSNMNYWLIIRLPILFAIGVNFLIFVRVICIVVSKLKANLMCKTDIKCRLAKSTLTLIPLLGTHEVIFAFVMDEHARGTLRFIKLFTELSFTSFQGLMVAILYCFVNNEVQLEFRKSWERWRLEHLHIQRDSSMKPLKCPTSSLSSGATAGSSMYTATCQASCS
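GLP-1R inverse agonism mode: basal reporter luminescence in engineered HEK293 cells measured after one day of compound exposure at 37 deg C, with a 12 min room-temperature detection step.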
GLP1R ag – qHTS of GLP-1 Receptor Agonists; HEK293 GLP-1R CRE-luciferase, luminescence, 4-6 h; cells express a hypersensitive GLP-1R form; Potency, µM (highest dose often 45.6 µM), without a hit: at the top dose activation, hits mostly activators; 0.007% of 380,000 active; AID 624172, 2012; also: potency is read from the fitted curve at half-maximal effect; % of control where 0% means no effect
DRD3 agonist – qHTS of D3 Dopamine Receptor Agonist: qHTS; D(3) dopamine receptor (Homo sapiens), P35462; D3R DiscoveRx beta-arrestin cells, luminescence, 90 min; max activation, %; 0.58% of 410,000 active; AID 652048, 2013; in the data active = max activation above about 30%; also: 0% is about no effect; mostly tested at two doses, the higher about 12 µM
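Agonist-mode cell screen: cells plated at 1500/well and incubated overnight at 37 °C, then exposed to library compounds for 90 min at 37 °C. Detection reagent was added for 30–60 min at room temperature, and luminescence was read.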
aSyn yeast inh – qHTS of alpha-syn Inhibitors; Yeast expressing alpha-synuclein, growth rescue, BacTiter-Glo, 24 h; Potency, µM (highest dose often 46.1 µM), without a hit: at the top dose growth rescue (activation), usual class: activators; 0.14% of 370,000 active; AID 652106, 2013; also: potency is read from the fitted curve at half-maximal effect; % of control where 0% means no effect; nearly all actives have a fitted effect of over 65% in size
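Readout is rescue of growth in alpha-synuclein-expressing yeast, so inhibitors of toxicity appear as activators. Growth after 24 hr at 30 deg C in galactose medium is quantified by luminescence.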
PTHR1 ag – qHTS for PTHR1 Agonists: Primary Screen; Parathyroid hormone/parathyroid hormone-related peptide receptor (Homo sapiens), Q03431; HEK293 GP2 PTHR1 cells, GloSensor cAMP luminescence, 1 h; Potency, µM (titrated, usually from 115 µM), for inactives: top-dose activation, most hits filed as activators; 0.075% of 410,000 active; also: potency is read from the fitted curve at half-maximal effect; nearly all actives have a fitted effect of over 55% in size; some results filed as inactive show a strong effect at the top dose; inactives centre near -15; many of its hits are not listed in these tables
Target sequence (Q03431 whole entry, looked up): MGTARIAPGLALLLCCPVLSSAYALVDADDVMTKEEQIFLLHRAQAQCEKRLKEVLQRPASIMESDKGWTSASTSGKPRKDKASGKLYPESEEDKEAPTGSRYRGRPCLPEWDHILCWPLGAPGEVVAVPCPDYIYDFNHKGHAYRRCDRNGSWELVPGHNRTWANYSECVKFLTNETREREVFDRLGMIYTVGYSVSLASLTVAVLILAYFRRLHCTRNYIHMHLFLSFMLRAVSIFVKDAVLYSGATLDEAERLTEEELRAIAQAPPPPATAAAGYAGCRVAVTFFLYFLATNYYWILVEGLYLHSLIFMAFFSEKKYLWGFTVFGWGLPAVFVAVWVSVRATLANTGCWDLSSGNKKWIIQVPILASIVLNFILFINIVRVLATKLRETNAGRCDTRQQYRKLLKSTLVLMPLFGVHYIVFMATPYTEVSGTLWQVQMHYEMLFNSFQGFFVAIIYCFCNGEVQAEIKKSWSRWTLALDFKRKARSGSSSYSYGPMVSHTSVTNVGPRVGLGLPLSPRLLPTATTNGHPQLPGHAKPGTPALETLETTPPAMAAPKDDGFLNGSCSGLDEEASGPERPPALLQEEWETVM
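HEK-293-derived GP2 cells expressing PTHR1 and a GloSensor cAMP reporter, 3,000/well, plated overnight, given luciferin plus IBMX (each 0.5 mM as added) for 1 h at 37 °C, then compound for 1 h at 37 °C. Luminescence was read after 15 min at room temperature.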
KB-V1 cytotox – qHTS assay for MDR1-selective chemotherapeutics: Primary screen using the drug-selected MDR subline cells KB-V1; KB-V1 MDR cells viability, CellTiter-Glo, 72 h; Potency, µM (doses to about 46.1 µM), for inactives: top-dose activity change, negative = cytotoxicity, hits mostly cytotoxic; 3.4% of 400,000 active; AID 1347076, 2019; also: potency is read from the fitted curve at half-maximal effect; % is scaled to controls: 0 for no effect and ±100 for the full control effect; nearly all actives have a fitted effect of over 60% in size
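qHTS viability screen in drug-selected KB-V1 MDR cells: 72 h compound treatment at 37 degrees C, ATP luminescence end point.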
HEK293 tox – qHTS of GLP-1 Receptor Inverse Agonists: Cytotox Screen | Potency, µM (highest dose often 38.3 µM), for inactives: at the top dose activity change, negative = inhibition, usual class: inhibitors | 0.13% of 410,000 active | HEK293 cAMP-luciferase reporter cells, luminescence, 24 h;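 also: loss of luciferase light is scored as toxicity; potency is read from the fitted curve at half-maximal effect; % is scaled to controls: 0 for no effect and ±100 for the full control effect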
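Step one: seed cells (200 cells/uL, DMEM with 10% Nu serum, 1% pen-strep). Step two: 12-hour incubation at 37 deg C. Step three: pin 23 nL compound, incubate 24 hr. Step four: add luciferase reagent, read luminescence 12 min later.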
D3 antag – qHTS of D3 Dopamine Receptor Antagonist: qHTS. D(3) dopamine receptor (Homo sapiens), P35462. D3R cells, DiscoveRx beta-arrestin luminescence, antagonist mode; hits give low values. max response, negative = inhibition, %. 2.5% of 360,000 active. AID 652054, 2013; in the data active = max response below about -50%; inconclusive = no clear call, values can overlap the other calls; also: % is scaled to controls: 0 for no effect and ±100 for the full control effect; mostly tested at two doses, the higher about 12 µM
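Cells plated overnight at 1500 cells/well, then exposed to library compounds with dopamine controls for 90 minutes at 37 degrees C. DiscoveRx reagent added for 30–60 minutes at room temperature; luminescence read, quantitative HTS format.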
TDP43 rescue – qHTS of TDP-43 Inhibitors | TDP-43 expressing yeast growth rescue, BacTiter-Glo, 24 h | Potency, µM (top dose mostly 46.1 µM), without a hit: top-dose growth rescue (activation), usual class: activators | 1.8% of 410,000 active | AID 652104, 2013; also: potency is read from the fitted curve at half-maximal effect; % of control where 0% means no effect; nearly all actives have a fitted effect of over 50% in size
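Growth rescue of TDP-43-toxic yeast measured as ATP luminescence (BacTiter-Glo). Cells grown to mid-log in raffinose, induced in galactose at OD600=0.02, exposed to compound 24 hr at 30 deg C.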
Active calls of the source: *; i = inactive; ? = inconclusive; / = not tested or not shown; & = joins results of further samples; [ ] = another dose, or the depositor's remark. Unless noted, calls follow the shape of the dose curve; as a rule, active = well fitted curve in the direction sought with a large enough effect; inconclusive = small, poorly fitted or top-dose-only effect, or another doubt; inactive = no such curve, though single readings can be large; an effect the other way counts as inactive or inconclusive. A portion of the library; rates above refer to the full screens.

cpd	canonical_smiles	GLP-1R inv ag	GLP1R ag	DRD3 agonist	aSyn yeast inh	PTHR1 ag	KB-V1 cytotox	HEK293 tox	D3 antag	TDP43 rescue
1	Cc1cc(C)c(NC(=S)N(CCCN2CCN(C)CC2)Cc2cccs2)c(C)c1	?	-1%	-10	-4%	i	?	19%	-14	12%
2	Cc1ccc(-n2nc(-c3ccccc3)cc2Nc2ccccc2N)cc1	?	1%	-7	-23%	i	15%	-13%	6	3%
3	CC(=O)c1ccc(S(=O)(=O)Nc2cc3c(cc2C(C)=O)OCO3)cc1	2%	7%	-4	-2%	-4%	0%	1%	-11	-11%
4	O=C1c2ccccc2C(=O)c2c(NCc3cccnc3)cccc21	14%	3%	-5	0%	-6%	8.2µM*	-2%	0	10%
5	COc1cc2c(cc1OC)CN(S(=O)(=O)c1cccs1)CC2	13%	3%	1	9%	-35%[inhibitor]	18µM*	1%	-23	14%
6	COc1cccc(OCC(O)CO)c1 (stereo not given)	0%	-7%	4	-11%	i	6%	-6%	-16	-19%
7	COc1ccccc1CNC(=O)COC(=O)c1cc(=O)c2ccccc2o1	7%	-2%	-20	-1%	-11%	-6%	3%	-20	3%
8	COC(=O)C1CCN(C(=O)CSc2ccccc2)CC1	13%	9%	7	7%	i	?	49%	-6	-7%
9	O=C(N/C(=C/c1cccnc1)C(=O)N1CCCCCC1)c1ccccc1	10%	1%	3	-3%	i	-3%	12%	-7	-13%
10	O=C1S/C(=C\c2cccs2)C(=O)N1c1ccc(O)cc1	23%	-5%	4	-1%	i	26%	0%	-5	-2%
11	Cc1cc(C)cc(NC(=O)CSc2nnnn2-c2cccnc2)c1	-15%	7%	-5	2%	-4%	?	4%	3	-8%
12	CSc1ccc(C(=S)N2CCN(CCO)CC2)cc1	5%	2%	-7	-1%	i	11%	7%	-10	-14%
13	N#Cc1c(-c2ccc(F)cc2)cc(-c2cccnc2)nc1N	41%[activator]	-4%	2	-2%	-4%	2%	1%	6	19%
14	COc1ccc(OCCC(=O)NCCN2CCOCC2)cc1	13%[7.66 µM]	1%	3	0%	?	?	20%[7.66 µM]	-12	-15%[9.22 µM]
15	CC(C)NC(=O)N(C)C[C@H]1Oc2ccc(NC(=O)CCN3CCOCC3)cc2C(=O)N([C@H](C)CO)C[C@@H]1C	10%	2%	9	-5%	i	0%	-10%	27	3%
16	Cc1ccccc1NC(=O)COC(=O)c1ccc(S(=O)(=O)N2CCCCCC2)cc1	4%	-10%	7	4%	-35%[inhibitor]	27%	0%	12	16%
17	O=C(NCc1cccc(Cl)c1)NCc1cccc(Cl)c1	-12%	-3%	-2	2%	i	?	12%	-13	14%
18	O=C(CSc1nc2cc(C(=O)O)ccc2c(=O)n1-c1ccc(F)cc1)Nc1ccc(F)c(F)c1F	13%	-1%	-8	4%	-12%	-13%	14%	-10	3%
19	CN(C)c1ccc(C(CN)c2c[nH]c3ccccc23)cc1 (stereo not given)	?	1%	5	1%	-3%	-6%	-2%	-23	20%
20	O=C(CCC(=O)NC1CCCCCC1)Nc1nnc(C(F)(F)F)s1	-12%	0%	0	-2%	i	-19%	-6%	17	-20%
21	Cc1ccc(Cl)cc1NC(=S)NN	?	12%	1	-3%	i	0%	-28%	-5	0%
22	C#CCOCCOCCOCCNc1nc(N2CCN(C(=O)CCCCCCCCCCNC(=O)[C@H](CCCCN)n3cc(C)nn3)CC2)nc(N2CCN(C(=O)CCCCCCCCCCNC(=O)[C@H](CCCCN)n3cc(CCCC(=O)O)nn3)CC2)n1	12%	5%	6	-15%	5%	22%	-1%	26	6%
23	O=C(NC1CC1)c1ccc(-n2cccc2)cc1	24%	5%	1	0%	i	-4%	14%	-6	14%
24	NC(=O)c1cc2cc(Cc3ccccc3Cl)ccc2oc1=O	-15%[7.66 µM]	3%	-9	-10%	-65%[inhibitor]	-7%	-16%[7.66 µM]	?	10%
25	CC(C(=O)N1CCN(C=O)CC1)N1C(=O)c2ccccc2C1=O (stereo not given)	9%	-7%	6	7%	i	?	-11%	-3	1%
26	CCc1ccc(NC(=S)N2CCN(c3cccc(C(F)(F)F)c3)CC2)cc1	0%	-8%	2	1%	-12%[57.5 µM]	0%	-4%	-26	9%
27	COc1ccc(C2=Nc3ccc(C)cc3NC(c3ccc(Cl)cc3)=N2)cc1	3%	/	-10	/	i	-8%	10%	/	13%
28	NS(=O)(=O)c1ccc(NC(=O)CSc2ncccn2)cc1	2%	3%	-6	1%	i	20%	-17%	-8	-24%
29	Cc1noc(C)c1NC(=O)NC(c1ccccc1)c1ccccc1	-8%	3%	-2	-2%	i	1%	-2%	33	-14%
30	Cn1c(=O)n(-c2ccc(Cl)cc2)c(=O)c2c3c(sc21)COC(C)(C)C3	5%	-6%	2	-8%	i	-1%	7%	-14	-12%
31	CC(NC(=O)CCCC1CCCCC1)c1ccc(S(N)(=O)=O)cc1 (stereo not given)	2%	12%	2	4%	-17%	6%	3%	8	-8%
32	S=c1[nH]nc(-c2ccco2)n1-c1ccc(Cl)cc1	11%	3%	-21	2%	i	-1%	-12%	?	-24%[9.22 µM]
33	CCN(CCNC(=O)C1CCCN(S(=O)(=O)CC)C1)c1ccccc1 (stereo not given)	-11%	-17%	5	2%	i	-14%	1%	5	7%
34	COc1cc(/C=N/Nc2ccc(Cl)c(C(=O)O)c2)ccc1OC(=O)c1ccco1	24%	0%	1	3%	-36%[inhibitor]	4%	8%	8	-6%
35	CCCC(=O)N=C1SC2CS(=O)(=O)CC2N1c1ccc(-c2nc3ccc(C)cc3s2)cc1 (stereo not given)	11%	-2%	4	-1%	-2%	-11%	-12%	50	12%
36	c1ccc(-n2ncc3c(NC4CCCCCC4)ncnc32)cc1	5.6µM*	11%	0	-6%	-1%	-7%	-19%	-7	27%
37	Cc1cc(NC(=O)C2CCCN(S(=O)(=O)c3cnc[nH]3)C2)ccc1Br (stereo not given)	?	-3%	2	5%	i	41%	-15%	0	12%
38	COc1ccc([N+](=O)[O-])cc1NC(=O)c1cncc(Br)c1	13%	4%	1	-1%	-2%	0%	6%	-5	-4%[0.397 µM]
39	COc1ccc(F)cc1S(=O)(=O)NCC(c1ccc2c(c1)OCO2)N1CCN(C)CC1 (stereo not given)	-25%	0%	5	-8%	0%	9%	-3%	27	16%
40	Cc1ccc(NC(=O)CN(C)C(=O)c2ccc(OCc3c(C)noc3C)cc2)cc1	-12%	1%	6	8%	-24%	-18%	8%	3	0%
41	COc1cc(C(=O)Nc2ccc(C(=O)c3ccncc3)cc2)cc(OC)c1OC	-13%	14%	3	1%	-3%	0%	-14%	0	27%
42	O=C(Nc1cccc([N+](=O)[O-])c1)c1ccc2snnc2c1	7%	-4%	-16	-5%	-15%	1%	2%	-12	14%
43	O=C(CCN1CCN(c2ccccc2F)CC1)Nc1ccccc1F	-1%	5%	32*	-3%	i	-12%	10%	-25	-1%
44	COc1ccccc1NC(=O)N1CCCC1C(=O)NC12CC3CC(CC(C3)C1)C2 (stereo not given)	-13%	7%	-2	-2%	i	-11%	3%	-4	9%
45	N#Cc1cc2c(nc1SCC(=O)O)CCCCC2	4%	0%	-17	0%	21%	-1%	-10%	-11	-5%
46	CC1CN(C(=O)CCS(=O)(=O)c2ccccc2)CC(C)O1 (stereo not given)	29%	1%	-14	-3%	15%	-14%	19%	6	4%
47	COC(=O)c1ccc(/C=N/N2C(C)CCCC2C)cc1 (stereo not given)	25%	21%	-12	7%	-76%[inhibitor]	-3%	10%	11	-17%[0.397 µM]
48	COc1cccc(CNC(=O)CN2C(=O)COc3ccc(S(=O)(=O)N4CCCCCC4)cc32)c1	-33%&-5%	-2%	-1&7	0%	-26%	-14%	0%&1%	-15	24%&13%
49	COc1ccc(CCN2C(=O)NC(NC(=O)CC(C)C)(C(F)(F)F)C2=O)cc1OC (stereo not given)	0%	-7%	-6	-5%	i	?	-2%	4	5%
50	Cc1ccc(C(OC(=O)c2ccco2)C(=O)NC2CCCC2)cc1 (stereo not given)	?	6%	1	1%	i	-18%	-7%	0	-2%
51	COc1ccccc1CCNC(=O)CNC(=O)c1ccc2ccccc2c1	?	12%	-21	?	i	-9%&-16%	-16%	-19	-4%
52	O=[N+]([O-])c1ccc(N2CCCCC2)nc1N1CCCCC1	?	20%	4	-2%	i	-30%	5%	-16	-15%
53	CCc1ccc(-c2cn3c(n2)SCC3)cc1	?	7%	-8	-5%	-27%	36%	2%	-27	-22%
54	CCCn1c(N)c(C(=O)CN(C)CC(=O)Nc2cccc(F)c2)c(=O)[nH]c1=O	-21%	-1%	2	-5%	i	0%	-9%	5	14%
55	COc1cccc(N(Cc2nnc3n2CCCCC3)C(=O)Nc2ccccc2)c1	-3%&8%	-3%&-3%	1&-2	-1%&-5%	12%&-18%	0%&-16%	10%&6%	17	13%&-2%

Limited to D3 antag, PTHR1 ag and TDP43 rescue (3 entries from above):
entry	Molecule	D3 antag	PTHR1 ag	TDP43 rescue
49	COc1ccc(CCN2C(=O)NC(NC(=O)CC(C)C)(C(F)(F)F)C2=O)cc1OC (stereo not given)	4	i	5%
50	Cc1ccc(C(OC(=O)c2ccco2)C(=O)NC2CCCC2)cc1 (stereo not given)	0	i	-2%
51	COc1ccccc1CCNC(=O)CNC(=O)c1ccc2ccccc2c1	-19	i	-4%

Screens as filed in PubChem.
